Assay outcomes from PubChem BioAssay.
PNC inhibitor = inhibitors of perinucleolar compartment assembly | PC3M PTB-GFP, PNC prevalence imaging, 16 h; stronger effect = lower value | 140,000 compounds, 3.1% hits | activity change (PNC), negative = inhibition, % at 10 µM;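 active = readout at or below -70, meaning at least 70% loss of cells showing the perinucleolar compartment, a nuclear body marking cancer cells; inconclusive = readout between -30 and a set limit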;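 note: plate controls were DMSO wells for no effect and camptothecin positive control wells for full effect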
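Read-out is percentage of cells bearing a perinucleolar compartment, from automated 20x imaging of fixed, Hoechst-stained PC3M PTB-GFP cells. Cells were seeded 4 h, then exposed 16 h to compound (23 nl of library stock) in duplicate plates.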
ALOX15B inhib = inhibitors of human 15-lipoxygenase 2 (ALOX15B); purified 15hLO-2, xylenol orange hydroperoxide absorbance; Potency, µM (highest dose often 57.1 µM), inactives show at the highest dose activity change, negative = inhibition, actives largely listed as inhibitors; 110,000 compounds, 0.56% hits; AID 881; note: potency is the fitted concentration of half-maximal effect; nearly all actives have a fitted effect of over 60% in size; many of its hits are not listed in these tables
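Screening format was qHTS against 50 nM purified 15hLO-2 in Hepes pH 7.5 with detergent. Activity follows hydroperoxide formation from 45 uM arachidonic acid, measured as 573:405 nm absorbance ratio of the ferric-xylenol orange complex.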
IMPase cell inh = IMPase inhibition in cells. CHO-M1 cells, IP1 accumulation, HTRF TR-FRET ratio. inhibition (IP1 accumulation), % at 46.1 µM. 120,000 tested, under 10 active. P97697; active = well fitted curve in the direction sought with a large enough effect in the signal ratio, not every such curve was filed as active; inconclusive = small, poorly fitted or top-dose-only effect, or a change in a side signal; inactive = no such curve, though single readings can be large or run the other way; the % refers to the signal ratio;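 note: cells stimulated with carbachol in lithium chloride buffer; plate controls were DMSO basal wells for no effect and reference inhibitor wells for full effect; higher means more IMPase inhibition seen as more IP1 and lower FRET ratio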
Target sequence (P97697 whole entry, looked up): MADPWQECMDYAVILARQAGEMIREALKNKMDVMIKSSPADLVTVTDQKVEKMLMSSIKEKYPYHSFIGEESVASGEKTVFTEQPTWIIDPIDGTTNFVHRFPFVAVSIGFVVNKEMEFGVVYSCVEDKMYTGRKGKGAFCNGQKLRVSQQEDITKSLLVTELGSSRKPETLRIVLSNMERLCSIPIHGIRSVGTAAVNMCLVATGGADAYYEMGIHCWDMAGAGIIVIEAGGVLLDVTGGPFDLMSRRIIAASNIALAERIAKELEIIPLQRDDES
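CHO-M1, 2000 cells/well, cultured 16–30 h; cpd up to 46 uM; carbachol (50 uM solution, stimulation buffer w/ 50 mM LiCl, pH 7.4), 30 min 37C; IP-One TR-FRET, 10 min RT; Ex 320/Em 665, 620; Hill-fit AC50.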
12-hLO inh = 12-hLO (ALOX12) enzyme inhibition; purified 12-hLO, xylenol orange hydroperoxide absorbance; Potency, µM (series often up to 57.1 µM), for inactives: at the top dose activity change, negative = inhibition, most hits filed as inhibitors; 150,000 compounds, 0.12% hits; P18054; note: potency is the fitted concentration of half-maximal effect; nearly all actives have a fitted effect of over 55% in size; many of its hits are not listed in these tables
Target sequence (P18054 whole entry, looked up): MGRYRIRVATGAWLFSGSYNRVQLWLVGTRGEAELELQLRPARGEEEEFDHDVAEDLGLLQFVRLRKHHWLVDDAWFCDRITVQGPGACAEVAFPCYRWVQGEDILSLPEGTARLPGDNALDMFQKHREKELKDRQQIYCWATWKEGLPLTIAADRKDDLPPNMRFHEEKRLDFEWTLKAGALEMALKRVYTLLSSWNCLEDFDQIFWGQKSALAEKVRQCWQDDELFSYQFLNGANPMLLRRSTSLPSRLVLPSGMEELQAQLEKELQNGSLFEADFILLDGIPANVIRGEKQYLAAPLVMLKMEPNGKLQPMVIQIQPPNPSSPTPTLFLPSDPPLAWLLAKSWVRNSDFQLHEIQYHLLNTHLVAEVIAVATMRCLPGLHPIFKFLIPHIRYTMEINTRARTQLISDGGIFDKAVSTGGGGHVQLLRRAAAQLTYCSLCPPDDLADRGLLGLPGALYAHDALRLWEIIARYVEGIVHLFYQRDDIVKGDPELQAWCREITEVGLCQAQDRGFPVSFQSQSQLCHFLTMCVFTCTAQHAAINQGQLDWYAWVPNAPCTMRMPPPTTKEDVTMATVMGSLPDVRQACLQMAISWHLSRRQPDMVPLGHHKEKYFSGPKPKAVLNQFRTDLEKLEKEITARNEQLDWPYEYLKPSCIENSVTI
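Lipoxygenase turnover measured by absorbance at 573 and 405 nm after Fe-XO development. Human 12hLO 150 nM, arachidonate 40 uM, pH 7.0 Hepes buffer with detergent; 15 min compound preincubation, 30 min reaction.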
An asterisk follows results filed as active; ? = inconclusive; / = no result given; [ ] = another dose, or the depositor's remark. Unless noted, calls come from the whole dose curve; as a rule, active = well fitted curve in the direction sought with a large enough effect; inconclusive = small, poorly fitted or top-dose-only effect, or another doubt; inactive = no such curve, though single readings can be large; an effect the other way counts as inactive or inconclusive. Unless noted, % is set by controls: 0 for no effect and ±100 for the full control effect.

smiles	PNC inhibitor	ALOX15B inhib	IMPase cell inh	12-hLO inh
Cc1ccccc1Cn1ccc(NC(=O)c2cnn3cccnc23)n1	-1	-1%	1	-4%
Cc1cc(N/N=C/c2ccc(O)cc2)nc(NS(=O)(=O)c2ccccc2)n1	-14	/	/	-3%
CCOc1ccccc1/C=N/NC(=O)Cc1csc(Nc2cccc(C(F)(F)F)c2)n1	9	-11%	9	-18%
COc1ccc(-c2cc(-c3ccccc3O)[nH]n2)cc1OC	?	-4%	12	?
C/C(N)=C(/C#N)C(=O)COC(=O)c1cc(-c2cccc3ccccc23)nc2ccccc12	-2	/	2	0%
O=C(O)CC(C(=O)Nc1ccc(Cl)c(Cl)c1)C1CCCO1 (stereo unspecified)	27	-7%	9	-3%
Cc1ccccc1OCCn1c(=O)sc2ccccc21	-9	/	11	-3%
O=Nc1ccc(NOC(=O)c2ccc(Br)cc2)cc1	53	-7%	3	6%

Other records follow.
smiles	PNC inhibitor	ALOX15B inhib	IMPase cell inh	12-hLO inh
Cc1ccc(Cc2nnc3n(-c4ccccc4)nc(C(=O)c4ccccc4)n3c2=O)cc1	-16	/	/	-4%
Cc1nnc(SCc2ccc(CC(=O)O)cc2)o1	6	5%	-2	-1%
COc1ccc(NC(=O)CCSc2nnc(C)s2)cc1	17	6%	-4	2%
COc1ccc2[nH]c(=O)c(CN(CCCN(C)C)C(=O)Nc3ccc(F)cc3)cc2c1	?	19%	6	1%
O=C(CSCc1ccccc1)Nc1cccc(F)c1	-23	/	-4	3%
Cc1cc(Nc2ccc3c(c2)OCCO3)c2cc(Cl)ccc2n1	0	/	/	-6%
C=CCOC(=O)COc1ccc2c(C)c(C)c(=O)oc2c1C	-6	/	/	-3%
O=C(CSc1ccc(-c2ccco2)nn1)NCc1ccccc1Cl	-3	/	?	2%

Next part:
smiles	PNC inhibitor	ALOX15B inhib	IMPase cell inh	12-hLO inh
CC(=O)Nc1c(Br)cc(N2C(=O)CCC2=O)cc1Br	21	/	3	-3%
COc1ccccc1N1CCN(C(=O)/C=C/c2ccc3c(c2)OCO3)CC1	-28	1%	1	-8%
O=S(=O)(c1ccc(F)cc1)N1CCC(N2CCCCCC2)CC1	-2	-6%	11	-4%
O=C(CCc1ccccc1)OCC(=O)c1ccc(Br)cc1	6	/	-3	-1%
COc1cc(/C=N/NC(N)=O)ccc1OC(=O)c1ccc(C)cc1	?	-1%	1	-4%
O=C1N=C(c2ccccc2)C(c2ccccc2)N1 (stereo unspecified)	-24	10%	-2	-5%
Cc1ccc(-n2ncc3c(NCCCN4CCOCC4)ncnc32)c(C)c1	?	16%	6	5%
Cc1cc2nc(-c3ccc(NC(=O)c4cccnc4)cc3)oc2cc1C	-18	-3%	-5	-2%

New compounds follow:
smiles	PNC inhibitor	ALOX15B inhib	IMPase cell inh	12-hLO inh
O=C(O)c1ccc(CNCc2ccccc2Cl)cc1	-15	2%	2	2%
CCN(CC)C(=O)NC1CC2CCCC(C1)N2Cc1ccccc1 (stereo unspecified)	-92*	11%	10	0%
Cc1c(NC(=O)c2ccc(C(C)(C)C)cc2)cccc1[N+](=O)[O-]	-23	/	0	-3%
O=C(C1CCCCN1S(=O)(=O)c1ccc(F)cc1)N1CCN(c2ccccc2F)CC1 (stereo unspecified)	-15	-4%	3	-1%
CCn1nc(C(=O)NC2=NCCS2)c2ccccc2c1=O	-26	8%	6	4%
C=CCNC(=O)c1onc(CSc2cc(C)cc(C)c2)c1C(=O)O	9	2%	-2	1%
Cc1ccc2nc(NC(=O)CNS(=O)(=O)c3ccc(Br)s3)sc2c1	-18	7%	3	-16%
COc1ccc(C(=O)/C=C(/C)N(C)C)cc1	60	-7%	3	-26%

Next part.
smiles	PNC inhibitor	ALOX15B inhib	IMPase cell inh	12-hLO inh
CCOc1ccc(/C=N/NC(=O)CN2CCSCC2)cc1	?	/	17	-5%
O=C(Nc1cccc(-c2cn3cccnc3n2)c1)c1ccc2c(c1)OCO2	-24	-2%	-2	-2%
COc1ccc(CCNc2ccncn2)cc1	72	-4%	-2	1%
CCCCSc1nnc2n(CCc3ccccc3)c(=O)c3c4c(sc3n12)COC(C)(C)C4	46	20%	-6	-15%
CCOC(=O)C1=C(C)NC(=O)NC1c1ccco1 (stereo unspecified)	?	-1%	-1	-3%
CC(NC(=O)COC(=O)C1CCN(S(=O)(=O)c2ccccc2C(F)(F)F)CC1)c1ccccc1 (stereo unspecified)	-108*	/	/	0%
O=C1CN(C(=O)COC(=O)CCSc2ccccc2Cl)c2ccccc2N1	24	14%	-2	0%
Cc1ccc(S(=O)(=O)N/N=C/c2ccc(C(=O)O)cc2)cc1	-30	1%	-2	-6%

Next section.
smiles	PNC inhibitor	ALOX15B inhib	IMPase cell inh	12-hLO inh
Cn1ncc(N=Cc2ccccc2)c1C(N)=O	43	2%	0	4%
COCCn1c(-c2ccc(Cl)cc2)nc2c(c(=O)c3ccccc3n2C)c1=O	?	/	3	-5%
Cc1ccc(NC(=O)CS(=O)CC(=O)NCC2CCCO2)cc1 (stereo unspecified)	6	4%	-1	-4%
O=C(CCc1ccc(S(=O)(=O)N2CCOCC2)cc1)Nc1nccs1	-27	11%	5	-4%
O=C(COC(=O)c1c(Cl)cccc1Cl)Nc1cc(Cl)ccc1Oc1ccccc1	-29	/	2	-5%
C=CCN(Cc1cccc(OC)c1OC)S(=O)(=O)N(C)C	42	/	7	10%
COc1ccc(NC(=O)c2ccc(-n3cccn3)nc2)c(OC)c1	?	-3%	1	-2%
CCOc1ccc(-c2ccc(/C=C3/C(=N)N4C=CSC4=NC3=O)o2)c([N+](=O)[O-])c1	33	/	-6	-1%

New compounds follow.
smiles	PNC inhibitor	ALOX15B inhib	IMPase cell inh	12-hLO inh
Cc1ccc(-c2nc3ccccc3c(=O)n2CCCn2ccnc2)cc1	16	4%	-3	1%
CC(C)N1CC(C(=O)Nc2nc3ccccc3s2)CC1=O (stereo unspecified)	35	-4%	-7	-1%
COc1cccc(-n2c(SCC(=O)NCc3cccs3)nc3ccccc3c2=O)c1	41	/	/	1%
C=CCNS(=O)(=O)c1ccc(OCC(=O)OC)cc1	-28	1%	3	1%
COc1ccc(N2CCN(C(=O)CCCn3c(=O)[nH]c4ccsc4c3=O)CC2)cc1	?	3%	5	0%
Cc1ccc(S(=O)(=O)Nc2c3ccccc3nc(=O)n2-c2ccccc2)cc1	3	-4%	-9	2%
O=C(NC(=S)NCCSc1ccccc1)c1cccnc1	-95*	/	/	-3%
COc1ccc(NS(=O)(=O)c2cccc(NC(=O)c3ccc(S(=O)(=O)N4CCCCCC4)cc3)c2)cc1	-112*	/	/	-1%

More entries
smiles	PNC inhibitor	ALOX15B inhib	IMPase cell inh	12-hLO inh
O=C(Nc1c(F)cc(F)cc1Br)c1cc(-c2ccco2)on1	15	-11%	?	-1%
Cc1cccc(OCc2nnc3n2CCCCC3)c1	28	5%	6	7%
CCOc1cc(/C=N\NC(=O)CN2CCOCC2)ccc1OCc1ccc(F)cc1	12	/	/	-3%
N[C@@H](C(=O)O)[C@H](CC(=O)O)c1ccc(Cl)cc1	/	8%	-3	1%
CC(=O)N1C(=O)N(C(C)=O)C2C1N(C(C)=O)C(=O)N2C(C)=O (stereo unspecified)	-22	4%	-6	-5%
COc1ccc(S(=O)(=O)N2Cc3ccccc3CC2C(=O)N2CCOCC2)cc1OC (stereo unspecified)	-21	-3%	0	-1%
CC(=O)N(Cc1cccnc1)Cc1cc2ccccc2[nH]c1=O	15	4%	11	-9%
O=C(NCCNC1CCN(Cc2ccccc2)CC1)c1cccs1	-16	13%	7	1%

(cont.)
smiles	PNC inhibitor	ALOX15B inhib	IMPase cell inh	12-hLO inh
COC(=O)c1sccc1NC(=O)c1cccc(OC)c1	18	5%	7	0%
Cc1ccc(-c2nnc(-c3ccccc3S(=O)(=O)Cc3ccc(Cl)cc3)o2)cc1	106	8%	-4	0%
O=C(CSc1nnc(-c2ccc(Br)cc2)o1)Nc1cccc2ccccc12	-24	2%	13	-3%
COc1cccc(/C=N/NC(=O)c2cc(C34CC5CC(CC(C5)C3)C4)[nH]n2)c1	64	42%[activator]	2	0%
COc1ccc(C(F)(F)F)cc1N/C=C\c1nnnn1-c1ccc(C)cc1	-15	-10%	7	5%
CCn1c(-c2ccc3ncccc3c2)n[nH]c1=S	-11	-1%	7	-11%
O=C(c1noc2c1CCc1ccccc1-2)N1CCOCC1	-14	4%	9	5%
CN(C)S(=O)(=O)N1CCN(c2ccccc2Cl)CC1	-4	-1%	0	-10%

Ordered by length of the SMILES (low to high): 5 of the compounds above
smiles	PNC inhibitor	ALOX15B inhib	IMPase cell inh	12-hLO inh
O=C(CSCc1ccccc1)Nc1cccc(F)c1	-23	/	-4	3%
COC(=O)c1sccc1NC(=O)c1cccc(OC)c1	18	5%	7	0%
O=C(c1noc2c1CCc1ccccc1-2)N1CCOCC1	-14	4%	9	5%
CCn1nc(C(=O)NC2=NCCS2)c2ccccc2c1=O	-26	8%	6	4%
O=C(O)CC(C(=O)Nc1ccc(Cl)c(Cl)c1)C1CCCO1 (stereo unspecified)	27	-7%	9	-3%

Next results follow:
smiles	PNC inhibitor	ALOX15B inhib	IMPase cell inh	12-hLO inh
Nc1nc2c(c(=O)[nH]1)CN(CCCN1CCOCC1)CN2	/	-2%[11.4 µM]	/	6%[11.4 µM]
Cc1cc(O)c(/C=N/Nc2cccc(Cl)c2)c(=O)o1	8	?	9	-10%
CCOC(=O)C1CCN(C(=O)c2cccnc2Cl)CC1	27	2%	0	-6%
O=C(Nc1ccc(Cl)cc1C(=O)NCC1CCCO1)c1ccc(Cl)cc1Cl (stereo unspecified)	-18	/	0	0%
NCC1O[C@@H](OC2C(N)CC(N)C(O)C2O[C@@H]2OC(CO)C(O)C2O)C(N)C(O)C1O (stereo partly specified)	/	2%	/	3%
Cc1c(O)ccc(C(=O)CN2C(=O)c3ccccc3C2=O)c1O	-19	-5%	7	-7%
COc1ccccc1CNC(=O)COC(=O)c1cc(-c2ccco2)nc2ccccc12	20	?	2	-7%
CCCC(=O)Nc1nc2ccc(S(N)(=O)=O)cc2s1	-24	/	9	-4%

(listing goes on)
smiles	PNC inhibitor	ALOX15B inhib	IMPase cell inh	12-hLO inh
CCOC(=O)CSc1nnc(NCC(=O)OC)c(=O)[nH]1	15	-28%	-1	2%
CC1=C(C(=O)Nc2ccccc2)C(c2ccc(C)o2)n2c(s/c(=C/c3ccccc3)c2=O)=N1 (stereo unspecified)	35	-10%	8	3%
COCc1nnc(NC(=O)CCN2C(=O)c3ccccc3C2=O)s1	53	/	1	1%
CN1CCN(Cc2nc3c(c(=O)[nH]c(=O)n3C)n2Cc2c(F)cccc2Cl)CC1	-26	-5%	4	2%
CCOCCCn1c(=S)[nH]c2cc(C(=O)N3CCC(C(N)=O)CC3)ccc2c1=O	?	0%	2	-2%
CCCCCCC1CCC(C(=O)NC(CCSC)C(=O)NC(C(=O)OC)C(C)C)CC1 (stereo unspecified)	-8	-19%	-2	7%
CC1=C(C)CC(C(=O)Nc2cccc([N+](=O)[O-])c2)C(C(=O)O)C1 (stereo unspecified)	-7	/	/	-2%
CC(=O)C1C(c2ccccc2)c2c(n[nH]c2C)CC1(C)O (stereo unspecified)	-13	/	?	9%

More structures follow:
smiles	PNC inhibitor	ALOX15B inhib	IMPase cell inh	12-hLO inh
O=C1/C(=C/c2ccncc2)SC(=S)N1C1CCS(=O)(=O)C1 (stereo unspecified)	16	-5%	4	-6%
CCCCc1c(O)nc(SCCC(=O)O)[nH]c1=O	35	1%	6	11%
Cc1cccc(-n2cnc(C(=O)NC3CCCCCC3)c2)n1	5	-7%	-1	-3%
CCCCN1C(=O)NC(NC(=O)c2ccco2)(C(F)(F)F)C1=O (stereo unspecified)	66	7%	-1	0%
Cc1noc(C)c1S(=O)(=O)N1CCC(C(=O)Nc2ccccn2)CC1	-8	1%	9	1%
COc1ccc(NC(=O)CSc2ccccc2)c(OC)c1	-81*	/	5	6%
Cn1c(Cl)nc2c1c(=O)n(Cc1cccc(Br)c1)c(=O)n2C	-19	2%	10	2%

These rows are one share of the data; count on the stated rates, not on these rows.
